LYP phosphatase: inhibition of human PTPN22 tyrosine phosphatase – biochemical, DiFMUP fluorescence, recombinant catalytic domain, 10 µM, primary screen (AID 606). recombinant LYP catalytic domain, DiFMUP fluorescence; higher % means a stronger effect. inhibition, % at 10 µM; hits with a dose series show IC50 in µM. 52,000 tested, under 10 active;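 active = IC50 under 40 µM in the dose-response test; inactive = IC50 of 40 µM or more, or never dose-tested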
Alkaline phosphatase: human TNAP enzyme inhibitors, biochemical, luminescent (AID 518). 0.09% of 64,000 active. purified TNAP enzyme, luminescent substrate readout; higher % means a stronger effect. inhibition, % at 20 µM; hits with a dose series show IC50 in µM; in the data active = a potency from the dose series; inactive = the rest, 99 in 100 with inhibition below about 22%;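 also: plate controls were vehicle for no effect and reference inhibitor for full effect; many of its hits are not listed in these tables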
DPM-DC inhibit: blocks S. pneumoniae diphosphomevalonate decarboxylase; 0.49% of 65,000 active; purified DPM-DC, PK/LDH coupled NADH fluorescence; calls only at 10 µM; AID 556;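 active = the 320 compounds with the highest percent inhibition in the single-dose primary screen, excluding strongly autofluorescent ones, cut at about 32% in these data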;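 also: kinetic rate of NADH fluorescence loss reporting ADP formed by the decarboxylase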
Spn PMK inh: inhibitors of Streptococcus pneumoniae phosphomevalonate kinase; purified PMK, PK/LDH-coupled NADH absorbance 340 nm; 0.49% of 65,000 active; inhibition, % at 10 µM;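 active = top-ranked compounds by inhibition in the single 10 µM screen, taking a fixed number of the strongest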;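 also: 0% = full reaction with DMSO carrier and 100% = background rate without enzyme reaction; no value below 0 was filed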
Spn MK inh: S. pneumoniae mevalonate kinase inhibition | purified MK, PK/LDH-coupled NADH absorbance 340 nm | inhibition, % at 10 µM | 0.48% of 65,000 active | AID 555;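 active = ranked among the strongest by inhibition in the single 10 µM screen, a fixed top-ranked set picked for dose follow-up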; also: no value below 0 was filed
Bfl-1 displacement: Bfl-1 inhibitors, primary screen, biochemical, fluorescence polarization, FITC-Bid, mouse (AID 432); 0.02% of 64,000 active; FITC-Bid BH3 peptide fluorescence polarization displacement; higher % means a stronger effect; displacement, % at 20 µM; hits with a dose series show IC50 in µM; in the data active = a potency from the dose series; inactive = the rest, 99 in 100 with displacement below about 15%; also: strong numbers were not always called active
HT1080 cytotoxicity: cytotoxicity in HT1080 fibrosarcoma cells, cell-based, fluorescence readout (AID 620); cytotoxicity, % at 10 µM, or EC50 in µM where a hit was titrated; 0.42% of 87,000 active; HT1080 viability, fluorescence; higher % means a stronger effect;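 also: cells exposed to compound overnight then 4 h with Alamar Blue; 0% = vehicle DMSO and 100% = killing control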
HPDE-C7 cytotoxicity: cytotoxicity in HPDE-C7 cells, cell-based, fluorescence, HTS (AID 430). HPDE-C7 pancreatic duct cells viability, fluorescence; higher % means a stronger effect. cytotoxicity, % at 10 µM; hits with a dose series show EC50 in µM. 1.8% of 63,000 active;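 also: cells exposed to compound for 48 hours before viability readout; 0% = vehicle and 100% = reference cytotoxic drug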
HPDE-C7K KRASV12: cytotoxicity in KRAS-transformed pancreatic duct cells, primary screen, cell-based, fluorescence, HTS (AID 431). HPDE-C7K KRASV12 cells, Alamar Blue viability, 48 h; higher % means a stronger effect. cytotoxicity, % at 10 µM, or EC50 in µM where a hit was titrated. 1.7% of 63,000 active;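 active = compounds whose percent cytotoxicity in the single-dose primary screen, scaled between solvent and toxic-drug controls, exceeds 50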;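 also: 0% = DMSO solvent wells and 100% = doxorubicin-treated wells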
Spn PMK inh pilot replicates: recorded beside Spn PMK inh, whose call it bears; inhibition, %; measured here: pilot screen replicates
Spn MK inh pilot replicates: also measured in Spn MK inh; calls as there; inhibition, %; measured here: pilot screen replicates
DPM-DC inhibit pilot screen %: recorded beside DPM-DC inhibit, whose call it bears; inhibition, %; measured here: pilot screen trials
Active calls of the source: *; i = inactive; . = not tested or not shown. Rule as the data show it, unless noted: active = cytotoxicity above about 50%; inactive = the rest.

SMILES | LYP phosphatase | Alkaline phosphatase | DPM-DC inhibit | Spn PMK inh | Spn MK inh | Bfl-1 displacement | HT1080 cytotoxicity | HPDE-C7 cytotoxicity | HPDE-C7K KRASV12 | others
Cc1onc(-c2ccccc2Cl)c1C(=O)Nc1ccc2c(c1)OCO2 | . | 7% | i | 3 | 0 | 3% | -4% | -7% | -10%
Cc1cccc(Cn2c(N3CCCCC3C)nc3c2c(=O)[nH]c(=O)n3C)c1 (stereo not drawn) | 17% | 1% | i | 10 | 11 | -4% | 7% | -13% | 6%
CCOC(=O)c1c(C)c(C(=O)Nc2ccc3c(c2)OCO3)c(C)n1C | 1% | 4% | i | 10 | 9 | -1% | 5% | -8% | 7%
CC(=O)c1cccc(NS(=O)(=O)c2ccc3c(c2)oc(=O)n3C)c1 | 5% | 16% | i | 6 | 9 | 3% | 13% | 13% | 28% | Spn PMK inh pilot replicates=1.5;Spn MK inh pilot replicates=0.0;DPM-DC inhibit pilot screen %=4.0
Cn1c(SCC2CCCO2)nnc1-c1ccncc1 (stereo not drawn) | -3% | 9% | i | 11 | 8 | 12% | -1% | -5% | -3%
O=C(c1ccccc1C(=O)N1CCN(c2ccccc2)CC1)N1CCN(c2ccccc2)CC1 | 15% | 2% | i | 13 | 8 | 0% | 8% | 2% | -16%
COc1ccc(-c2nnc(SCC(=O)NC(C)c3ccccc3)o2)cc1OC (stereo not drawn) | 15% | 5% | i | 4 | 4 | 2% | 0% | -26% | -25%
COc1ccc2[nH]c(C)c(CN3CCC(C)CC3)c(=O)c2c1 | 3% | 0% | i | 0 | 0 | 2% | 1% | 1% | -6%
Cc1onc(-c2ccccc2Cl)c1C(=O)Nc1ccc(S(=O)(=O)N2CCCC2)cc1 | 1% | 11% | i | 13 | 13 | -2% | . | 12% | 5%
CCOC(=O)CCCn1nc(C)n2c(cc3sccc32)c1=O | 3% | 9% | i | 7 | 8 | -3% | 12% | 6% | 7% | Spn PMK inh pilot replicates=3.0;Spn MK inh pilot replicates=0.0;DPM-DC inhibit pilot screen %=0.0
CCN(CC)C(=O)CSC1=C(C#N)C(c2ccco2)C(C(=O)OCCOC)=C(C)N1 (stereo not drawn) | 1% | 13% | i | 3 | 4 | 0% | 1% | -11% | -16% | Spn PMK inh pilot replicates=3.5;Spn MK inh pilot replicates=0.0;DPM-DC inhibit pilot screen %=2.5
COc1cc(NCCCC(C)N)c2ncccc2c1 (stereo not drawn) | 11% | 15% | i | 7 | 9 | 46% | -5% | -12% | 4%
O=C(O)COc1c(F)c(F)c(C(F)(F)F)c(F)c1F | -6% | 3% | i | 0 | 3 | -6% | 1% | -4% | 0%
COC(=O)c1[nH]c2c(c1C)C(=O)CC(c1ccc(C)cc1)C2 (stereo not drawn) | 20% | 0% | i | 18 | 0 | -8% | . | 2% | -3%
Cn1nc(-c2ccc(Cl)cc2)c2cc(C(=O)N3CCN(c4ccccn4)CC3)sc21 | 1% | 9% | i | 0 | 3 | -4% | -9% | -1% | -7%
COc1cc(-c2n[nH]c(=O)o2)cc(OC)c1OC | -1% | 12% | i | 2 | 8 | 0% | -3% | 11% | 16%
CC(=O)OC1C(OC(C)=O)N(C(C)=O)C(=O)N1C(C)=O (stereo not drawn) | 11% | 10% | i | 7 | 11 | -4% | -1% | -16% | -15%
OC(COc1ccc2ccccc2c1)Cn1ccnc1 (stereo not drawn) | 3% | 5% | i | 9 | 10 | 0% | -7% | 10% | 10%
CCOc1cc(NS(=O)(=O)CC)c(OCC)cc1NC(=O)c1ccco1 | 4% | 9% | i | 22 | 0 | -7% | 7% | 15% | 24%
Cc1cc(C)n2c(=S)[nH]nc2n1 | 8% | 5% | i | 10 | 19 | 3% | 3% | 3% | 0%
CCCSc1nnc2c(n1)OC(c1cccn1C)N(C(C)=O)c1ccccc1-2 (stereo not drawn) | 15% | 7% | i | 9 | 8 | -7% | 0% | -7% | -11%
O=C(CSc1nnc(-c2ccccc2Br)o1)N1CCN(C(=O)c2ccco2)CC1 | -6% | 3% | i | 2 | 3 | -4% | 3% | -14% | -12%
O=C1CC(N(O)C2CC(=O)N(Cc3ccccc3)C2=O)C(=O)N1Cc1ccccc1 (stereo not drawn) | . | 6% | i | 1 | 12 | 3% | -5% | -3% | 0%
Cc1nc(SCn2nnc3ccccc3c2=O)c2c(C)c(C)sc2n1 | -1% | 6% | i | 9 | 0 | -3% | 4% | -6% | 0%
Brc1ccc(-c2noc(CCc3ccccc3)n2)o1 | 3% | 6% | i | 11 | 5 | 5% | -5% | 3% | 4%

(list continues)
SMILES | LYP phosphatase | Alkaline phosphatase | DPM-DC inhibit | Spn PMK inh | Spn MK inh | Bfl-1 displacement | HT1080 cytotoxicity | HPDE-C7 cytotoxicity | HPDE-C7K KRASV12 | others
Cc1oc(-c2ccccc2F)nc1CS(=O)(=O)CC(=O)NC1CCCC1 | -3% | 2% | i | 0 | 9 | 6% | -6% | 2% | 2%
COc1cccc(C2C(C#N)=C(N)Oc3cc(C)n(Cc4ccco4)c(=O)c32)c1 (stereo not drawn) | 10% | 12% | i | 10 | 5 | -6% | -10% | -7% | -28%
CCCc1cc(=O)[nH]c(SCC(=O)N(C)CC(=O)Nc2ccc(C)cc2)n1 | . | 12% | i | 12 | 2 | 2% | -9% | -11% | -8%
CCCCn1c(SCC(=O)NCc2ccco2)nc2ccc(N3CCOCC3)cc2c1=O | . | 8% | i | 3 | 3 | -2% | -3% | -5% | 3%
CCOc1ccc(NC(=O)CN2CCN(CC(=O)c3ccc(OCC)cc3)CC2)cc1 | 12% | 10% | i | 1 | 0 | 4% | -6% | -56% | 8% | Spn PMK inh pilot replicates=3.0;Spn MK inh pilot replicates=0.0;DPM-DC inhibit pilot screen %=0.0
CN(C)C(=O)CCc1nc(-c2ccc(C(C)(C)C)cc2)no1 | -11% | 13% | i | 7 | 4 | -12% | -5% | -8% | 33%
CCOc1ccc(-c2nc(-c3ccc(OC)cc3)no2)cc1OCC | 9% | 1% | i | 16 | 0 | -4% | -6% | 4% | 4%
COc1ccc2cc(C(=O)Nc3c(C)n(C)n(-c4ccccc4)c3=O)sc(=O)c2c1OC | 3% | 10% | i | 0 | 2 | -13% | -2% | -5% | -1%
Cc1ccc(S(=O)(=O)Nc2ccc(-c3nnc(SCC#N)n3C)cc2)cc1 | . | 5% | i | 15 | 0 | -1% | -8% | -21% | -21%
CCc1ccc2[nH]cc(C(=O)N3CCCCCC3)c(=O)c2c1 | . | 7% | i | 10 | 5 | -1% | -11% | -4% | 1%
Cc1cc(C)c2c(n1)nn1c(NCCCn3ccnc3)cc(C)nc21 | 9% | 0% | . | 9 | 10 | -9% | 7% | -9% | 0%
O=C1CC(N(O)c2ccccc2)C(=O)N1c1cc(Cl)cc(Cl)c1 (stereo not drawn) | 8% | -2% | i | 7 | 12 | -6% | -7% | 14% | 13%
Cc1ccc(-n2ncc3c(NCc4ccccn4)ncnc32)c(C)c1 | 6% | 4% | i | 11 | 0 | -1% | -8% | 1% | -4%
COc1ccc(OC)c(NC(=O)C2CCN(c3cc(-c4ccccc4)nc4ncnn34)CC2)c1 | . | 1% | i | 0 | 9 | -5% | 3% | -6% | -16% | Spn PMK inh pilot replicates=0.0;Spn MK inh pilot replicates=5.0;DPM-DC inhibit pilot screen %=9.0
Cc1ccc(C(=O)N(CN2CCCC2=O)c2ccc(F)cc2)cc1 | 9% | 6% | i | 4 | 8 | 5% | 5% | -16% | -7%
CSc1nnc(CNC(=O)c2ccccc2)n1-c1cccc(C)c1 | 11% | 7% | i | 13 | 7 | 0% | 3% | -11% | 1%
O=C(Nc1ccc(Cl)cc1C(=O)N1CCOCC1)c1ccco1 | 3% | 12% | i | 11 | 6 | -2% | 0% | -13% | -16%
Cc1cc(=O)[nH]c(-n2nc(C)c(Oc3ccccc3O)c2C)n1 | 3% | 0% | i | 4 | 1 | -1% | 2% | 2% | -1%
CCc1nnc(NC(=O)c2c(O)c3cccc4c3n(c2=O)CC4)s1 | -11% | 12% | i | 10 | 3 | -9% | 32% | 34% | 50%*
COc1ccc(OC)c2[nH]c(=O)c(CCNC(C)=O)cc12 | -1% | 8% | i | 3 | 0 | -2% | 3% | 8% | 3%
CCCC1C(C#N)=C(N)Oc2n[nH]c(C(C)(C)C)c21 (stereo not drawn) | -11% | 22% | i | 9 | 10 | -4% | 5% | 12% | 6% | Spn PMK inh pilot replicates=4.0;Spn MK inh pilot replicates=0.0;DPM-DC inhibit pilot screen %=3.0
COc1ccccc1CNS(=O)(=O)c1c(C)noc1C | . | 2% | i | 10 | 0 | -5% | 2% | -23% | -5%
O=C1c2cccc3c(Cl)ccc(c23)C(=O)N1O | 7% | 19% | i | 23 | 0 | 14% | 2% | 18% | 9%
N#Cc1ccccc1CSc1nc(N2CCCCC2)nc(N2CCCCC2)n1 | 9% | 8% | i | 0 | 0 | -5% | -9% | -5% | -1%
CC1CCN(C(=O)c2ccc(C(=O)N3CCC(C)CC3)cc2)CC1 | 9% | 8% | i | 0 | 4 | -3% | -12% | 0% | 2% | Spn PMK inh pilot replicates=2.0;Spn MK inh pilot replicates=1.0;DPM-DC inhibit pilot screen %=0.5

Structures above with a thiophene ring, fused or not (3):
SMILES | LYP phosphatase | Alkaline phosphatase | DPM-DC inhibit | Spn PMK inh | Spn MK inh | Bfl-1 displacement | HT1080 cytotoxicity | HPDE-C7 cytotoxicity | HPDE-C7K KRASV12 | others
CCOC(=O)CCCn1nc(C)n2c(cc3sccc32)c1=O | 3% | 9% | i | 7 | 8 | -3% | 12% | 6% | 7% | Spn PMK inh pilot replicates=3.0;Spn MK inh pilot replicates=0.0;DPM-DC inhibit pilot screen %=0.0
Cn1nc(-c2ccc(Cl)cc2)c2cc(C(=O)N3CCN(c4ccccn4)CC3)sc21 | 1% | 9% | i | 0 | 3 | -4% | -9% | -1% | -7%
Cc1nc(SCn2nnc3ccccc3c2=O)c2c(C)c(C)sc2n1 | -1% | 6% | i | 9 | 0 | -3% | 4% | -6% | 0%

New compounds follow.
SMILES | LYP phosphatase | Alkaline phosphatase | DPM-DC inhibit | Spn PMK inh | Spn MK inh | Bfl-1 displacement | HT1080 cytotoxicity | HPDE-C7 cytotoxicity | HPDE-C7K KRASV12 | others
Cc1ccc(S(=O)(=O)C2(C(=O)N(C)C3CCCCC3)CC2)cc1 | 8% | 7% | i | 9 | 4 | -6% | 0% | -11% | 0%
CCC(=O)Oc1c(S(=O)(=O)c2ccc(C)cc2)c(C)nn1C(C)(C)C | 14% | 12% | i | 13 | 6 | 1% | -13% | 23% | -1%
CC(=O)CC(=O)NC1C2CC3CC(C2)CC1C3 (stereo not drawn) | 3% | 12% | i | 0 | 4 | -3% | 3% | 0% | -12%
O=C(NCCNCCO)c1c(O)c2cccc3c2n(c1=O)CCC3 | . | 7% | i | 18 | 1 | -7% | 4% | -7% | 6%
Cn1c(=O)c2c(nc(NCc3ccco3)n2C)n(C)c1=O | 5% | 8% | i | 2 | 2 | 3% | 6% | -7% | -19%
Cn1c(SCC(=O)c2ccc(-c3ccccc3)cc2)nnc1-c1ccco1 | 12% | 14% | i | 13 | 4 | -16% | 1% | -16% | 5% | Spn PMK inh pilot replicates=3.5;Spn MK inh pilot replicates=1.0;DPM-DC inhibit pilot screen %=1.5
